From PubChem
EZH2 inh: EZH2/PRC2 methyltransferase inhibitors, primary screen, biochemical, DELFIA time-resolved fluorescence, single point; PRC2 H3K27 methylation, DELFIA TRF, 1 h; inhibition, % at 12.5 µM; 0.35% of 57,000 active; AID 651548, 2012;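 active = mean inhibition of replicates at least 50% and every single replicate also reaching 50%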;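 also: dimethyl H3K27 on biotinylated H3 21-44 peptide detected by antibody; plate controls were median neutral control wells for no effect and median positive control wells for full effect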
Target sequence (Q15910 whole entry, looked up): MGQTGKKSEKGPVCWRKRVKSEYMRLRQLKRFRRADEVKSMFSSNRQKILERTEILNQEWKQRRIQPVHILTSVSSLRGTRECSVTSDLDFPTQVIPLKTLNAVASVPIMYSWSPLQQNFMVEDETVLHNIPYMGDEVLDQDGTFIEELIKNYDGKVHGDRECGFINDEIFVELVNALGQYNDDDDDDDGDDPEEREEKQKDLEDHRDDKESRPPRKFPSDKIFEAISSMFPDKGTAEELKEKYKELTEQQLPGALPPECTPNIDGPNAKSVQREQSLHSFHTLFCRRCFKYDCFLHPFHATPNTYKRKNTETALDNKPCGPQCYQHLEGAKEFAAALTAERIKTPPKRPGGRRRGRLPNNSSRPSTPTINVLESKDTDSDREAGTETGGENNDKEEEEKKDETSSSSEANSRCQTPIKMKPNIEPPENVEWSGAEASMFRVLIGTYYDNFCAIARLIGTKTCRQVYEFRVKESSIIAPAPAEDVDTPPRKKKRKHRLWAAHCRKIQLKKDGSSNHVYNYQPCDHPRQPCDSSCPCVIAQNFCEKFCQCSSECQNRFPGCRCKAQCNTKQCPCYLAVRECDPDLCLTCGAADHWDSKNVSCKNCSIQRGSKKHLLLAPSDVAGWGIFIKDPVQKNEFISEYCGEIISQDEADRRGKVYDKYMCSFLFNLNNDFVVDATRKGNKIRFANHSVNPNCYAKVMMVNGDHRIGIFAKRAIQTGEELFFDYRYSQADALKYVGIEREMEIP
IDH1 R132H inh: inhibitors of IDH1 R132H reductase, primary screen, biochemical, plate reader, single point; inhibition, % at 10 µM; diaphorase/resazurin fluorescence, 60 min; 0.18% of 70,000 active; AID 624101, 2012; in the data active = inhibition above about 34%;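 also: 0% = DMSO and 100% = no enzyme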
The depositor's hits bear a star; nt = not tested or not shown. Some of the compounds tested; the hit share may differ from the screen's.

SMILES | EZH2 inh | IDH1 R132H inh
COc1cccc(S(=O)(=O)N[C@H]2CC[C@@H](CC(=O)NCc3ccc(Cl)cc3)O[C@@H]2CO)c1 | 5 | -0.3
COc1ccc(CN(C)C[C@@H]2OCCCC[C@@H](C)Oc3ccc(NC(=O)NC(C)C)cc3C(=O)N([C@H](C)CO)C[C@@H]2C)cc1 | 1 | -0.3
C[C@H](CO)N1C[C@H](C)[C@H](CN(C)C(=O)Cc2ccccn2)Oc2ncc(/C=C/c3ccccc3)cc2C1=O | nt | -0.5
C[C@H](CO)N1C[C@H](C)[C@H](CN(C)CC2CC2)Oc2ccc(NS(=O)(=O)c3ccc(F)cc3)cc2CC1=O | nt | 0.8
CCCN1C[C@H](C)[C@@H](OC)CN(C)C(=O)c2cc(NC(=O)NC3CCCCC3)ccc2OC[C@H]1C | 1 | -0.1
CO[C@@H]1CN(C)C(=O)c2ccc(NC(=O)Nc3cccc(F)c3)cc2OC[C@H](C)N(C(=O)C2CC2)C[C@@H]1C | -2 | 0.1
C[C@@H]1CN([C@@H](C)CO)C(=O)Cc2cc(NS(=O)(=O)c3cn(C)cn3)ccc2O[C@@H]1CN(C)C(=O)Nc1cccc2ccccc12 | nt | -2.4
CC(C)CC#Cc1ccc2c(c1)O[C@@H](CN(C)S(C)(=O)=O)[C@H](C)CN([C@@H](C)CO)S2(=O)=O | nt | 2.8
CCN(CC(=O)Nc1ccc(C(N)=O)cc1)S(=O)(=O)c1ccc(F)cc1 | nt | 0.0
C[C@H]1CN([C@@H](C)CO)C(=O)c2cccc(NC(=O)c3ccncc3)c2O[C@@H]1CN(C)S(C)(=O)=O | 5 | nt
C[C@H](CO)N1C[C@H](C)[C@@H](CN(C)Cc2ccc(Oc3ccccc3)cc2)Oc2ncc(-c3ccncc3)cc2C1=O | nt | 0.2
COc1ccc(NC(=O)N(C)C[C@@H]2Oc3ccc(NC(=O)Nc4ccc(C(F)(F)F)cc4)cc3CC(=O)N([C@H](C)CO)C[C@H]2C)cc1 | nt | 2.1
O=C(C[C@H]1C=C[C@H](NC(=O)c2cccc(F)c2)[C@@H](CO)O1)NCCN1CCCC1 | 5 | -0.3
COc1ccc(NC(=O)C23CC4CC(C2)CC(C(=O)Nc2ccc(OC)cc2OC)(C4)C3)c(OC)c1 | 8 | -0.1
C[C@@H]1CN([C@@H](C)CO)C(=O)Cc2cc(NC(=O)CCN3CCOCC3)ccc2O[C@@H]1CN(C)S(C)(=O)=O | 5 | 1.1
O=C(NO)c1cccc(C(=O)N/N=C/c2cc(F)ccc2O)c1 | -5 | 0.3
CO[C@H]1CN(C)C(=O)c2ccc(NC(=O)C3CC3)cc2OC[C@H](C)N(C(=O)c2ccncc2)C[C@H]1C | 4 | 0.1
Cc1ccc(OCC(=O)NC(=S)Nc2cc(-c3nc4ncccc4o3)ccc2C)cc1 | -14 | 0.4
CCC(=O)N(C)C[C@@H]1Oc2ncc(C3=CCCC3)cc2C(=O)N([C@@H](C)CO)C[C@H]1C | nt | 0.8
Cc1noc(C)c1S(=O)(=O)N(C)C[C@@H]1Oc2ccc(NC(=O)Nc3ccc(C(F)(F)F)cc3)cc2CC(=O)N([C@H](C)CO)C[C@H]1C | nt | 0.3
CCOC(=O)c1c(C)n(OCc2ccccc2)c2ccc3nonc3c12 | 30 | -0.2
C[C@H](CO)N1C[C@H](C)[C@@H](CN(C)S(=O)(=O)c2ccccc2)Oc2c(cccc2N(C)C)C1=O | -3 | -1.3
O=C(C[C@@H]1C=C[C@@H](NC(=O)Nc2ccc(F)cc2)[C@@H](CO)O1)NCCN1CCCC1 | -1 | 0.0
CO[C@@H]1CN(C)C(=O)c2ccc(NC(=O)C3CC3)cc2OC[C@@H](C)N(CC2CCCC2)C[C@@H]1C | 4 | -0.5
COc1ccc(NC(=O)Nc2ccc3c(c2)C(=O)N([C@@H](C)CO)C[C@@H](C)[C@H](CN(C)C(=O)NC2CCCCC2)OCCCC[C@@H](C)O3)cc1 | nt | 1.3
C[C@H](CO)N1C[C@H](C)[C@H](CN(C)CC2CCCCC2)OCCCC[C@H](C)Oc2ccc(NS(=O)(=O)c3cn(C)cn3)cc2C1=O | nt | 3.0
COc1ccc(C#Cc2ccc3c(c2)O[C@H](CN(C)C(=O)Nc2cccc(OC)c2)[C@@H](C)CN([C@H](C)CO)S3(=O)=O)cc1 | -33 | nt
C[C@@H]1CN([C@H](C)CO)S(=O)(=O)c2ccc(C#Cc3ccccn3)cc2O[C@@H]1CN(C)CC1CC1 | -16 | 0.3
COCC(=O)Nc1ccc2c(c1)OC[C@@H](C)N(C)C[C@@H](C)[C@H](OC)CN(C)C2=O | -8 | 0.1
C[C@H](CO)N1C[C@H](C)[C@H](CN(C)C(=O)CC2CC2)Oc2cc(C#CCC3CCCC3)ccc2S1(=O)=O | 9 | 2.8

A second format for part of the listing above.
SMILES	EZH2 inh	IDH1 R132H inh
O=C(C[C@@H]1C=C[C@@H](NC(=O)Nc2ccc(F)cc2)[C@@H](CO)O1)NCCN1CCCC1	-1	0.0
CO[C@@H]1CN(C)C(=O)c2ccc(NC(=O)C3CC3)cc2OC[C@@H](C)N(CC2CCCC2)C[C@@H]1C	4	-0.5
COc1ccc(NC(=O)Nc2ccc3c(c2)C(=O)N([C@@H](C)CO)C[C@@H](C)[C@H](CN(C)C(=O)NC2CCCCC2)OCCCC[C@@H](C)O3)cc1	nt	1.3
C[C@H](CO)N1C[C@H](C)[C@H](CN(C)CC2CCCCC2)OCCCC[C@H](C)Oc2ccc(NS(=O)(=O)c3cn(C)cn3)cc2C1=O	nt	3.0
COc1ccc(C#Cc2ccc3c(c2)O[C@H](CN(C)C(=O)Nc2cccc(OC)c2)[C@@H](C)CN([C@H](C)CO)S3(=O)=O)cc1	-33	nt

(next part)
SMILES | EZH2 inh | IDH1 R132H inh
Cc1cc2ncn(CC(O)COc3c(C)cccc3C)c2cc1C (stereo not given) | 3 | -0.1
C[C@H]1CN([C@@H](C)CO)C(=O)c2cc(-c3cccc(C#N)c3)cnc2O[C@H]1CN(C)C(=O)C1CCOCC1 | 5 | nt
COc1cccc(-c2ccc3c(c2)O[C@H](CN(C)C(=O)C2CCOCC2)[C@H](C)CN([C@@H](C)CO)S3(=O)=O)c1 | 7 | -0.4
C[C@H](CO)N1C[C@H](C)[C@H](CN(C)C(=O)Cc2ccccn2)Oc2cc(-c3cccc(C(=O)N(C)C)c3)ccc2S1(=O)=O | -5 | 0.3
O=C(Cn1ccc([N+](=O)[O-])n1)NCc1cccnc1 | 7 | 0.5
Cc1ccc(S(=O)(=O)Nc2ccc3c(c2)CC(=O)N([C@@H](C)CO)C[C@H](C)[C@@H](CN(C)S(=O)(=O)c2ccc(C)cc2)O3)cc1 | nt | -0.5
C[C@H](NC(=O)C[C@H]1C=C[C@H](NS(=O)(=O)c2cccc(F)c2)[C@@H](CO)O1)c1ccccc1 | 6 | 0.1
CO[C@H]1CN(C)C(=O)c2ccc(NC(=O)C3CCOCC3)cc2OC[C@@H](C)N(C)C[C@@H]1C | -12 | nt
C[C@H](CO)N1C[C@H](C)[C@@H](CN(C)S(=O)(=O)c2cn(C)cn2)OCCCC[C@H](C)Oc2ccc(NC(=O)c3ccncc3)cc2C1=O | nt | -5.2
Cc1ccccc1OCC(=O)NCC(=O)O | nt | 2.0
C[C@@H]1CN([C@@H](C)CO)C(=O)c2cccc(NC(=O)Nc3ccc4c(c3)OCO4)c2O[C@@H]1CN(C)Cc1ccncc1 | -9 | nt
CO[C@@H]1CN(C)C(=O)c2ccc(NC(=O)C3CC3)cc2OC[C@H](C)N(CC2CC2)C[C@H]1C | 34 | 0.0
C[C@@H](NC(=O)C[C@H]1CC[C@@H](NC(=O)CN2CCOCC2)[C@@H](CO)O1)c1ccccc1 | -4 | -0.3
COc1ccc(NC(=O)Nc2ccc3c(c2)C(=O)N([C@@H](C)CO)C[C@@H](C)[C@H](CN(C)CC2CCCCC2)O3)cc1 | 4 | nt
O=C(C[C@@H]1C[C@@H]2c3cc(NC(=O)Nc4ccc(C(F)(F)F)cc4)ccc3O[C@@H]2[C@@H](CO)O1)NCc1ccc(Cl)cc1 | -6 | -0.7

4 entries out of the list, ordered by SMILES length, low to high.
SMILES | EZH2 inh | IDH1 R132H inh
Cc1cc2ncn(CC(O)COc3c(C)cccc3C)c2cc1C (stereo not given) | 3 | -0.1
COc1cccc(-c2ccc3c(c2)O[C@H](CN(C)C(=O)C2CCOCC2)[C@H](C)CN([C@@H](C)CO)S3(=O)=O)c1 | 7 | -0.4
COc1ccc(NC(=O)Nc2ccc3c(c2)C(=O)N([C@@H](C)CO)C[C@@H](C)[C@H](CN(C)CC2CCCCC2)O3)cc1 | 4 | nt
C[C@H](CO)N1C[C@H](C)[C@H](CN(C)C(=O)Cc2ccccn2)Oc2cc(-c3cccc(C(=O)N(C)C)c3)ccc2S1(=O)=O | -5 | 0.3

Next section
SMILES | EZH2 inh | IDH1 R132H inh
C[C@@H]1CN([C@H](C)CO)C(=O)Cc2cc(NS(=O)(=O)c3ccc(F)cc3)ccc2O[C@@H]1CN(C)Cc1ccc(C(=O)O)cc1 | nt | 2.9
Cc1ccc(CN2C(=O)C(O)(CC(=O)c3c(C)coc3C)c3cc(Cl)ccc32)cc1 (stereo not given) | 17 | 0.3
C[C@@H]1CCCCO[C@@H](CN(C)Cc2ccc(C(F)(F)F)cc2)[C@H](C)CN([C@@H](C)CO)C(=O)c2cc(NC(=O)Nc3ccc(F)cc3)ccc2O1 | nt | 2.1
C[C@H]1CN([C@@H](C)CO)S(=O)(=O)c2ccc(Br)cc2O[C@@H]1CN(C)S(=O)(=O)c1ccc(F)cc1 | nt | -1.2
O=C(CCN1C(=O)C2C3c4ccccc4C(c4ccccc43)C2C1=O)Oc1cccc2cccnc12 (stereo not given) | 1 | -0.3
C[C@@H](NC(=O)C[C@@H]1CC[C@@H](NC(=O)C2CCOCC2)[C@@H](CO)O1)c1ccccc1 | 4 | 0.2
CCCC(=O)Nc1ccc2c(c1)OC[C@@H](C)N(CC1CCOCC1)C[C@@H](C)[C@@H](OC)CN(C)C2=O | 7 | 0.7
Cc1ccc(S(=O)(=O)N(C)C[C@@H]2OCCCC[C@@H](C)Oc3ccc(NS(=O)(=O)c4ccc(F)cc4)cc3C(=O)N([C@@H](C)CO)C[C@H]2C)cc1 | nt | -3.2
Cc1ccccc1NS(=O)(=O)c1ccc(NC(=O)c2nc3ncccn3n2)cc1 | -16 | 1.1
O=C(CSc1nc(-c2ccccc2)cc(C(F)(F)F)n1)c1ccc(Br)cc1 | 3 | -0.2
C[C@H](CO)N1C[C@H](C)[C@@H](CN(C)C)Oc2ccc(NC(=O)C3CCCCC3)cc2CC1=O | 10 | 0.0
Nc1nc(SCC(=O)c2ccccc2)nc2sc3c(c12)CCC3 | 24 | -0.6
C[C@@H]1CN([C@H](C)CO)C(=O)c2cccc(NC(=O)c3ccc(-c4nccs4)cc3)c2O[C@@H]1CN(C)S(=O)(=O)c1cccs1 | nt | -0.5
CN(CCOc1ccc(CC2SC(=O)NC2=O)cc1)c1ccccn1 (stereo not given) | nt | -0.3
C[C@H](CO)N1C[C@H](C)[C@@H](CN(C)Cc2ccc(C(F)(F)F)cc2)OCCCC[C@H](C)Oc2ccc(NC(=O)c3ccncc3)cc2C1=O | nt | 2.0

Exported in markdown: two of the compounds above
| SMILES | EZH2 inh | IDH1 R132H inh |
| --- | --- | --- |
| O=C(CSc1nc(-c2ccccc2)cc(C(F)(F)F)n1)c1ccc(Br)cc1 | 3 | -0.2 |
| C[C@@H]1CN([C@H](C)CO)C(=O)c2cccc(NC(=O)c3ccc(-c4nccs4)cc3)c2O[C@@H]1CN(C)S(=O)(=O)c1cccs1 | nt | -0.5 |

Further results.
SMILES | EZH2 inh | IDH1 R132H inh
C[C@@H]1CN([C@H](C)CO)C(=O)Cc2cc(NC(=O)Nc3ccc4c(c3)OCO4)ccc2O[C@@H]1CN(C)C | -5 | 5.2
C[C@H](CO)N1C[C@H](C)[C@H](CN(C)S(C)(=O)=O)Oc2ccc(NC(=O)Cn3cnnn3)cc2C1=O | nt | -1.1
C[C@H]1CN([C@@H](C)CO)C(=O)c2cc(/C=C/c3ccccc3)cnc2O[C@H]1CN(C)C(=O)c1ccncc1 | 8 | 0.6
C[C@H](CO)N1C[C@H](C)[C@@H](CN(C)C(=O)C2CC2)Oc2cc(-c3ccc(C#N)cc3)ccc2S1(=O)=O | 23 | 1.2
C/C=C/c1cnc2c(c1)C(=O)N([C@H](C)CO)C[C@@H](C)[C@@H](CN(C)C(=O)Nc1ccc(OC)cc1)O2 | -1 | 2.1
C[C@@H]1CN([C@@H](C)CO)C(=O)Cc2cc(NC(=O)Nc3ccc4c(c3)OCO4)ccc2O[C@H]1CN(C)CC1CCCCC1 | -14 | 0.3
COC(=O)c1cc(C)sc1NC(=S)NC(C)c1cn(C)nc1C (stereo not given) | -4 | 0.3
CN(C)c1ccc2c(c1)[C@@H]1C[C@@H](CC(=O)NCCc3ccccc3)O[C@@H](CO)[C@@H]1O2 | -13 | -4.2
C[C@@H]1CN([C@H](C)CO)C(=O)c2cc(N(C)C)ccc2O[C@@H](C)CCCCO[C@@H]1CN(C)C(=O)Nc1ccc(F)cc1 | 2 | nt
C[C@@H]1CN([C@@H](C)CO)C(=O)c2cc(NC(=O)NC3CCCCC3)ccc2O[C@@H](C)CCCCO[C@H]1CN(C)Cc1ccccc1 | nt | 3.3
CNC[C@H]1OCCCC[C@@H](C)Oc2ccc(NC(=O)c3ccccc3)cc2C(=O)N([C@H](C)CO)C[C@@H]1C | -1 | 0.8
COc1ccc(S(=O)(=O)N[C@H]2CC[C@H](CC(=O)NCc3ccccc3F)O[C@@H]2CO)cc1 | 4 | 0.1
C[C@H]1CN([C@@H](C)CO)C(=O)c2cc(NS(=O)(=O)c3ccccc3)ccc2O[C@H]1CN(C)Cc1ccc(Cl)c(Cl)c1 | nt | 0.0
CO[C@@H](CN(C)C(=O)Nc1ccc(Cl)cc1)[C@@H](C)CN(Cc1ccccc1Cl)[C@@H](C)CO | 21 | -0.3
COc1ccc(OC)c(NC(=O)COc2cc(C)c(Br)cc2C)c1 | -3 | 0.3
COc1ccc(N(Cc2cc3ccccc3[nH]c2=O)C(=O)c2cccc(OC)c2)cc1 | 12 | -0.4
